Pf growth 96h = Primary qHTS for delayed death inhibitors of the malarial parasite plastid, 96 hour incubation; 6.9% of 320,000 active; P. falciparum luciferase reporter growth, 96 h; Potency, µM (top dose mostly 28.7 µM), inactives show at the highest dose activity change, negative = inhibition, usual class: inhibitors; further: potency means the concentration at half of the fitted maximal effect; on the % scale 0 is the no-effect control and ±100 the full control effect
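Readout is luminescence from an integrated firefly luciferase in P. falciparum. Red cells, 2% hematocrit and 0.05% parasitemia final, were cultured with compound through two parasite generations (96 hours) at 37 C, 5% CO2.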
Shiga toxin inh = A qHTS for Small Molecule Inhibitors of Shiga Toxin; Vero cells, Shiga toxin protein synthesis inhibition reporter; inhibition, % at 38.7 µM; 9.2% of 290,000 active; in the data active means inhibition mostly above about 28%, no sharp cut-off; inactive means mostly below about 43%; further: 0% is about no effect
Sm TGR inh = qHTS Assay for the Inhibitors of Schistosoma Mansoni Peroxiredoxins; Schistosoma mansoni thioredoxin glutathione reductase (TGR), Q962Y6; AID 485364, 2010; 3% of 360,000 active; Potency, µM (top dose mostly 114 µM), without a hit: at the top dose activity change, negative = inhibition, actives largely listed as inhibitors; purified TGR, DTNB reduction, TNB absorbance 405 nm; further: potency means the concentration at half of the fitted maximal effect; on the % scale 0 is the no-effect control and ±100 the full control effect; nearly all actives have a fitted effect of over 60% in size
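Kinetic colorimetric format: TGR-catalysed, NADPH-driven DTNB reduction monitored via TNB absorbance. Enzyme dispensed at 20 nM; compound exposure 15 min at room temperature before reaction start.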
Pf growth 48h = Primary qHTS for delayed death inhibitors of the malarial parasite plastid, 48 hour incubation; P. falciparum luciferase growth in erythrocytes, 48 h; Potency, µM (highest dose often 28.7 µM), inactives show top-dose activity change, negative = inhibition, most hits filed as inhibitors; 5.9% of 310,000 active; AID 504832, 2011; further: potency means the concentration at half of the fitted maximal effect; on the % scale 0 is the no-effect control and ±100 the full control effect
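Firefly luciferase activity from engineered P. falciparum reports growth; inhibitors lower the luminescent signal. Cultures contained 2% hematocrit erythrocytes at 0.1% final parasitemia.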
Cycloheximide cs = Cycloheximide Counterscreen for Small Molecule Inhibitors of Shiga Toxin. max response, %. AID 2314, 2010. 12% of 300,000 active. cell reporter, cycloheximide protein synthesis inhibition counterscreen; in the data active means max response mostly above about 13%, no sharp cut-off; inactive means mostly below about 14%; further: read at 38.3 µM for the half of the compounds with a filed dose; 0% is about no effect
FBPA Giardia inh = qHTS Assay for Inhibitors of Fructose-1,6-bisphosphate Aldolase from Giardia Lamblia; purified Giardia FBPA; AID 2451, 2010; 0.71% of 290,000 active; Potency, µM (highest dose often 59.6 µM), inactives show top-dose activity, negative = inhibition, usual class: inhibitors; A8B2U2; further: potency means the concentration at half of the fitted maximal effect; on the % scale 0 is the no-effect control and ±100 the full control effect; nearly all actives have a fitted effect of over 55% in size
Target sequence (A8B2U2 whole entry, looked up): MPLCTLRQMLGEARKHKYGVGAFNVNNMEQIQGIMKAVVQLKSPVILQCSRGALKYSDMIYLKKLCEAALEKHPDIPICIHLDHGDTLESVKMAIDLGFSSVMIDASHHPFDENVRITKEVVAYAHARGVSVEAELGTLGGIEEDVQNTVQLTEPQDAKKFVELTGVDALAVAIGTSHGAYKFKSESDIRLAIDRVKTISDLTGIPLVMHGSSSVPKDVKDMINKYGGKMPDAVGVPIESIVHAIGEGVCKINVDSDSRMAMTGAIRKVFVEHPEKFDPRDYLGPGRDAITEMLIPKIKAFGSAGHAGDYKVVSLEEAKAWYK
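Giardia FBPA (40 nM reagent) was preincubated 10 min at RT with compound (up to 57.5 uM final), then substrate plus GAPDH/TPI/NAD/arsenate coupling system with diaphorase/resazurin was added; resorufin fluorescence (525/598 nm) was read after 20 min.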
Active calls of the source: *; u = inconclusive; x = not tested or not shown; & = joins results of further samples; [ ] = dose if it differs, or a comment. Unless noted, the call rests on the fitted dose curve; in most records, active means well fitted curve in the direction sought with a large enough effect; inconclusive means small, poorly fitted or top-dose-only effect, or another doubt; inactive means no such curve, though single readings can be large; an effect the other way counts as inactive or inconclusive.

SMILES	Pf growth 96h	Shiga toxin inh	Sm TGR inh	Pf growth 48h	Cycloheximide cs	FBPA Giardia inh
COc1ccccc1N1CCN(Cc2ccc(OC)c(OC)c2OC)CC1	u	-7	5%	x	-2	-28%
CCO/C(C)=N/n1c2nc3ccccc3nc2c2c(=O)n(C3CCCC3)c(C)nc21	-8%	-28	-1%	u	-1	5%
CCOC(=O)N1CCN(C/C(Cl)=C/c2ccccc2)CC1	-30%	20*	-24%	40%[activator]	14*	u
CN1CCN(C(=O)c2cccc(-c3cc(O)c4ncccc4c3)c2)CC1	10µM*	x	-9%	10µM*	x	x
Cc1ccccc1C(=O)Nc1ccc2c(c1)C(=O)NC2=O	39%[activator]	15	5%	20%	8	-2%
COc1ccc(OC)c(S(=O)(=O)Nc2ccccc2C(=O)N2CCCCC2)c1	3%	x	-9%	-2%	x	x
O=C(Cc1ccc(Cl)cc1)NCC(=O)N1CCCCC1	-2%	-7	10%	31%	12	3%
CCc1nnc(NC(=O)[C@@H](NC(=O)c2ccc(C(C)(C)C)cc2)C(C)C)s1	-52%	8	-11%	u	-2	-18%
CC(C)(C)c1cc(CCC(=O)NCc2ccncc2)cc(C(C)(C)C)c1O	u	24	-1%	u	19*	x
COc1cc2c(cc1OC)CN(S(=O)(=O)c1ccc3c(c1)OCCO3)CC2	x	21	0%	x	-1	0%
Cc1cc(C)cc(NC(=S)N2CCN(C(=O)c3ccco3)CC2)c1	u	-7	-1%	19%	1	-8%
COc1cc(NC(=O)c2cc(C)nc3ccccc23)cc(OC)c1	12%	21	-7%	2%	11	1%
CC1(C)CC(NC(=O)CCc2ccccc2)CC(C)(C)N1	u	22	0%	15%	1	2%
C=CCc1cccc(/C=N/c2ncn[nH]2)c1O	x	-17	3%	14%	-2	0%
CCn1c(CC(=O)Nc2ccccc2Cl)nnc1SCC(=O)NC1CCCC1	-4%	3	4%	13%	-2	1%
COc1ccc(CN2CC(=O)N(c3ccc(C)c(C)c3)C2=S)cc1OC	6%	23	-10%	u	7	1%
O=C(NC(Cc1ccc(O)cc1)C(=O)O)c1ccco1 (configuration not stated)	52%[activator]	11	x	16%	-6	0%
N#Cc1ccccc1S(=O)(=O)Nc1ccc2c(c1)C(=O)OC2	-26%	-10	0%	21%	-1	1%
COc1ccc(CCNCC(O)COc2c(C)cccc2C)cc1OC (configuration not stated)	u	-8	-22%	23%[0.00184 µM]	-6	u
O=C(NCc1nc(-c2ccc(C(F)(F)F)cc2)no1)Nc1cc(Cl)cc(Cl)c1	u	36	11%	u	-3	-7%
Cn1ccc(C(=O)NC(=S)Nc2ccc([N+](=O)[O-])cc2O)n1	62%[activator]	34	-19%	144%[activator]	28*	x
Cc1c(C)n(Cc2ccccc2)c2ccc(C(=O)NCCCN3CCOCC3)cc12	32%[activator]	-6	-12%	-19%	-3	-2%
O=C(CSCC(=O)N1CCCCC1)Nc1nc(-c2ccc(Cl)s2)cs1	37%[activator]	81	-15%	x	16*	-4%
CCCCn1c(SCC(=O)Nc2cc(C)on2)nnc1-c1ccncc1	44%[activator]	-4	-7%	-3%	-6	2%
COC(c1ccccc1)c1c(-c2ccccc2)nn(C)c1Cl (configuration not stated)	12µM*	-5	-2%	13µM*	1	u
Brc1ccc(-n2cnc(-c3ccccc3)c2)cc1	425%[activator]	60*	-17%	181%[activator]	51*	4%
Cc1ccc(OCCCC(=O)Nc2ccc3c(c2)OCO3)cc1	u	-8	-22%	-12%	-4	1%
Cc1nn(-c2ccccc2)c2c1P(=O)(O)/C(=C1\N(C)c3ccccc3C1(C)C)C=N2	8.3µM*	-6	4%	2.1µM*	-3	-2%
Cc1sc(NC(=O)c2ccco2)c(C(c2ccncc2)N2CCOCC2)c1C (configuration not stated)	u	-12	0%	10µM*	-2	13%
O=c1cc(CN2CCN(Cc3ccc(F)cc3)C(CCO)C2)[nH]c2ccccc12 (configuration not stated)	u	x	u	-2%	-2	-1%
CCC1=[N+](CC(=O)c2ccc(Br)cc2)CCn2c(C)ccc21	u	52*	18µM*	5.9µM*	15*	-3%
O=C(Nc1cccc(C(=O)Nc2cccc(C(F)(F)F)c2)c1)c1ccc(=O)[nH]c1	-1%	-3	1%	-20%	-5	12%
O=C(O)CCCCNS(=O)(=O)c1ccc(Cl)c(C(F)(F)F)c1	x	-11	8%	15%	-3	11%
O=C(CN1CCN(CCO)CC1)Nc1ccccc1	-19%	7	3%	-23%	-3	u
CCn1c(SCC(=O)N2CCCCC2C)nc2ccsc2c1=O (configuration not stated)	-23%	-6	4%	-3%	-2	-13%
Cc1ccc(/C=C/C(=O)c2ccccc(=O)c2O)c(C)c1	9.3µM*	30*	14µM*	u	20	u
COc1ccccc1CN=C1Nc2ccccc2CS1	161%[activator]	82*	-7%	130%[activator]	30*	-1%
COc1ccc(NC(=O)COC(=O)C2CCN(S(=O)(=O)c3ccccc3)CC2)cc1Cl	11%	x	-20%	9%	x	x
NNc1ccccc1C(F)(F)F	42%[activator]	63	-12%	60%[activator]	28*	-10%
C=CCOc1ccc(/C=C\c2nc(O)c([N+](=O)[O-])c(=O)[nH]2)cc1OC	u	-9	-28%	-21%	-1	-16%

Full records as entered above. Order of screens: Pf growth 96h	Shiga toxin inh	Sm TGR inh	Pf growth 48h	Cycloheximide cs	FBPA Giardia inh
O=C(O)CCCCNS(=O)(=O)c1ccc(Cl)c(C(F)(F)F)c1 as listed: x	-11	8%	15%	-3	11%
C=CCOc1ccc(/C=C\c2nc(O)c([N+](=O)[O-])c(=O)[nH]2)cc1OC as listed: u	-9	-28%	-21%	-1	-16%

Further compounds.
SMILES	Pf growth 96h	Shiga toxin inh	Sm TGR inh	Pf growth 48h	Cycloheximide cs	FBPA Giardia inh
Cc1cc(Cl)ccc1OCC(=O)Nc1ccc(CN2CCOCC2)cc1	u	-12	-24%	u	-2	6%
CN(CC1CCOCC1)C(=O)CC1C(=O)NCCN1CC(c1ccccc1)c1ccccc1 (configuration not stated)	2%	3	u	u	-2	x
CCCNC(=O)c1c(NC(=O)C2COc3ccccc3O2)sc2c1CCCC2 (configuration not stated)	10µM*	-8	-12%	5%	-2	-2%
COc1ccccc1CNCC(O)(c1ccc(Cl)cc1)c1ccc(Cl)cc1	1.7µM*	5	-18%	1.7µM*	-2	4%
CCCCOC(=O)C(C)Oc1ccc(=O)n(-c2ccccc2)n1 (configuration not stated)	u	15	-2%	x	-3	5%
CCCN1C(=O)COc2ccc(C(=O)c3ccccc3C(=O)O)cc21	u	-12	-10%	u	-2	9%
O=C(Oc1ccc(F)cc1C(=O)/C=C/c1cccs1)c1cccc([N+](=O)[O-])c1	u	49*	-25%	u	17	0%
O=C(CCc1ccccc1Cl)Nc1ccc(S(=O)(=O)N2CCOCC2)cc1	u	x	-18%	-18%	x	x
CCOC(=O)c1c(C)c(C(=O)NC(C)COC)c(C)n1C (configuration not stated)	x	-1	7%	16%	-2	2%
Cc1ccc2c(c1)N(C(=O)CCC(=O)NCC(C)c1ccccc1)CC(C)O2 (configuration not stated)	2%	-6	12%	-3%	-2	0%
CCOC(=O)C1(Cc2cccc(OC)c2)CCN(Cc2cnc(SC)nc2)CC1	u	-4	19%	u	-2	-23%
CCOC(=O)c1c(NC(=O)CNC2CCCCC2)sc(C)c1C	35%[activator]	-5	7%[57.1 µM]	-14%	5	0%
CCc1ccccc1NC(=O)CSc1nc(C)c(C)o1	23%	9	-13%	18%	1	x
CCc1cc2c(=O)n(Cc3ccco3)c(SCC(=O)NC3CCS(=O)(=O)C3)nc2s1 (configuration not stated)	u	-12	16µM*	u	16	-1%
Cc1ccc(CN2CCN(CC(=O)NC(C)c3ccc4c(c3)OCCO4)C2=O)cc1 (configuration not stated)	-10%	2	-8%	x	-7	0%
O=S(=O)(c1c(Cl)sc(Cl)c1Br)N1CCCC1	12µM*	4	7%	u	15	-6%
Cc1nn(C(C)C(=O)NCCCc2ccccc2)c(=O)c2nn(-c3ccccc3)c(C)c12 (configuration not stated)	u	-6	-3%	-23%	-7	x
CCn1c(SCC(=O)Nc2cc(OC)ccc2OC)nnc1C1CCCCC1	-7%	13	-14%	9%	-2	0%
O=C1CC(c2ccc(Cl)cc2)CC(=O)C1CS(=O)(=O)c1ccccc1 (configuration not stated)	47%[activator]	26	0.63µM*	24%	4	u
CC(=O)C(C)Sc1nnc(-c2ccccc2F)n1C1CC1 (configuration not stated)	2%	-15	-9%	6%	11	2%

Results in Sm TGR inh, for 6 of the compounds above:
| compound | Sm TGR inh |
| --- | --- |
| COc1ccccc1N1CCN(Cc2ccc(OC)c(OC)c2OC)CC1 | 5% |
| CCO/C(C)=N/n1c2nc3ccccc3nc2c2c(=O)n(C3CCCC3)c(C)nc21 | -1% |
| CCOC(=O)N1CCN(C/C(Cl)=C/c2ccccc2)CC1 | -24% |
| CN1CCN(C(=O)c2cccc(-c3cc(O)c4ncccc4c3)c2)CC1 | -9% |
| Cc1ccccc1C(=O)Nc1ccc2c(c1)C(=O)NC2=O | 5% |
| COc1ccc(OC)c(S(=O)(=O)Nc2ccccc2C(=O)N2CCCCC2)c1 | -9% |

Next entries.
SMILES	Pf growth 96h	Shiga toxin inh	Sm TGR inh	Pf growth 48h	Cycloheximide cs	FBPA Giardia inh
COC(=O)Cc1c(C)nc2nc(NCc3ccc(Cl)cc3)[nH]n2c1=O	-4%	2	-7%	-9%	4	-2%
COc1ccc(N2CCN(C(=O)CSc3nc4[nH]ncc4c(=O)n3-c3ccc(Br)cc3)CC2)cc1	-2%	8	-6%	u	3	11%
O=C(N[C@@H](Cc1ccccc1)C(=O)O)c1ccc(C(F)(F)F)cc1	21%	-12	-6%	-9%	-2	17%
CC1CN(S(=O)(=O)c2cccc(C(=O)Nc3ccc4c(c3)CCC4)c2)CC(C)O1 (configuration not stated)	u	28	-5%	-12%	16	-4%
COc1ccccc1CNC(=O)C1CCC(CNc2c(N3CCOCC3)c(=O)c2=O)CC1 (configuration not stated)	26%	-2	0%	-10%	-4	5%
CCOc1ccc(C(C)(C)C)cc1S(=O)(=O)Nc1ccncc1	59%[activator]	-2	0%	6%	-2	-7%
CC(C)(C)n1nnnc1C(c1ccc2ncccc2c1)N1CCSCC1 (configuration not stated)	20%	6	-17%	9.3µM*	5	4%
CC(C)CN(C(=O)CCCc1nc2ccccc2c(=O)[nH]1)c1c(N)n(Cc2ccccc2)c(=O)[nH]c1=O	-8%	x	-9%	24%	x	x
C=CC1CN(CC(=O)OC)S(=O)(=O)c2ccccc21 (configuration not stated)	-18%	15&-6	-7%	6%	-1&-2	3%&-8%
Cn1c(CN2CCCC2)nc2cc(NC(=O)c3ccc(Cl)cc3)ccc21	-24%	42*	2%	u	35*	-22%
Cc1ccc([N+](=O)[O-])cc1NCC(=O)NN	12%	-7	29%	28%	0	0%
Cc1ccc(S(=O)(=O)N2CCC3(CC2)OCCN3S(=O)(=O)c2c(C)cc(C)cc2C)cc1	u	x	3%	10µM*	x	x
COCCc1nn2c(=O)cc(COC(=O)c3cc(OC)c(OC)c(OC)c3)nc2s1	u	-8	-14%	u	4	x
COc1ccccc1Nc1nnc(SCC(=O)NC2CCCC2)s1	9.3µM*	x	-5%	12µM*	x	x
COc1cc2c(cc1NC(=O)Nc1cccc(C)c1)oc1ccccc12	x	8	-3%	3%	-3	0%
Cc1cccc(C(=O)Nc2nnc(Cc3c[nH]c4ccccc34)s2)c1	u	-7	-27%	11%	3	0%
CCc1cccc(OCCCn2ccnc2)c1	57%[activator]	11	7%	u	-3	u
CN1C2CCC1/C(=C/c1cccn1C)C(=O)/C2=C\c1cccn1C	-2%	-19	35µM*	-17%	-5	u

Screening data as filed in PubChem BioAssay.

Outcome played no part in choosing rows. About 24% of those tested had a hit in this group.
